Compound activity (PubChem BioAssay)
HP1b chromo inh = HP1-beta chromodomain-methylated histone interaction inhibition; P83916; AlphaScreen HP1-beta / biotin-H3K9me3 peptide binding; Potency, µM (top dose mostly 114 µM), without a hit: at the highest dose activity change, negative = inhibition, actives largely listed as inhibitors; 390,000 tested, 0.56% active; AID 540317; note: potency is the fitted concentration of half-maximal effect; nearly all actives have a fitted effect of over 70% in size; inactives centre near 23
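HP1-beta protein (50 nM final) preincubated 30 min at room temperature with biotinylated H3(1-18)K9me3 peptide (50 nM) in PBS pH 7.4, 0.01% Tween-20, then compound added for 30 min. AlphaScreen streptavidin donor/nickel chelate acceptor beads (10 ug/mL final), 30 min dark, luminescence read.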
TrxR1 substrate = rat thioredoxin reductase 1 substrate activity | Potency, µM (titrated, usually from 114 µM), without a hit: at the highest dose activity change, negative = substrate turnover | purified TrxR1 substrate turnover, NADPH consumption readout | O89049 | 390,000 tested, 0.01% active; note: potency is the fitted concentration of half-maximal effect; % is set by controls: 0 for no effect and ±100 for the full control effect; nearly all actives have a fitted effect of over 50% in size
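Rat TrxR1, dispensed at 90 nM, was prereduced with 400 uM NADPH (final) for 5 min at ~22 deg C, then incubated with compound 15 min before 400 uM selenite. A first-read NADPH fluorescence drop versus no-compound background flagged substrates.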
GLS inh = inhibitors of human glutaminase (GLS); O94925; GLS enzymatic activity, qHTS titration; Potency, µM (highest dose often 45.5 µM), for the others: top-dose activity change, negative = inhibition, actives largely listed as inhibitors; 410,000 tested, 0.21% active; AID 624170; note: potency is the fitted concentration of half-maximal effect; % is set by controls: 0 for no effect and ±100 for the full control effect
Target sequence (O94925 whole entry, looked up): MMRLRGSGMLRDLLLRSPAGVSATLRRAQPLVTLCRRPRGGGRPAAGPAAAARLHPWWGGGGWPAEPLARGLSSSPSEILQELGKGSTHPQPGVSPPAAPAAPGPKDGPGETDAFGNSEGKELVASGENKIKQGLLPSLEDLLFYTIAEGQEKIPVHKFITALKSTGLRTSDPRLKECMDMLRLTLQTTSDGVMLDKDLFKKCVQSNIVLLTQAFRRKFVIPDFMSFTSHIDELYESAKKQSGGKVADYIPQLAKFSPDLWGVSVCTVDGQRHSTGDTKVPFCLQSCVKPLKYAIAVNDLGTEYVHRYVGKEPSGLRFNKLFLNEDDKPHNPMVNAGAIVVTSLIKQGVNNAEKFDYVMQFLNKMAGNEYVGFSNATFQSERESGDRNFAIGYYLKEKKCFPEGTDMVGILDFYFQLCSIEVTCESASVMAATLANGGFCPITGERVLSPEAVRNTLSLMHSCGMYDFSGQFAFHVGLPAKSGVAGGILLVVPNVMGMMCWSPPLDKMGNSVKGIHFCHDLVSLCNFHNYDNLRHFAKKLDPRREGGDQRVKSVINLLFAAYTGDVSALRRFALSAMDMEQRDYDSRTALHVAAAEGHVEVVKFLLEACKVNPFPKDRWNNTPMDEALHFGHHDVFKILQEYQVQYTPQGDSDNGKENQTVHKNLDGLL
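hKGA in 45 mM KH2PO4 pH 8.2, 0.02% Tween-20 with pin-transferred compounds; 1 mM L-glutamine (stock) plus glutamate oxidase/HRP/Amplex Red coupling added. Fluorescence read initially and after 30 min at RT.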
USP1-UAF1 inh = USP1/UAF1 (human) deubiquitinase inhibition. O94782. recombinant USP1/UAF1, Ub-Rhodamine cleavage fluorescence. Potency, µM (series often up to 57.1 µM), inactives show at the top dose activity change, negative = inhibition, hits mostly inhibitors. 390,000 tested, 0.23% active. AID 743255; note: potency is the fitted concentration of half-maximal effect; % is set by controls: 0 for no effect and ±100 for the full control effect; nearly all actives have a fitted effect of over 60% in size; inactives centre near -12
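USP1/UAF1 complex (1 nM) preincubated 15 min at room temperature with compound, then Ub-Rho substrate (150 nM final) added. Kinetic fluorescence at 480/540 nm over 6 reads at 60 s intervals; 50 mM HEPES pH 7.8, 0.5 mM EDTA, 0.1 mg/ml BSA, 1 mM TCEP, 0.01% Tween-20.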
rTrxR1 inhibitor = rat TrxR1 inhibition; O89049; Potency, µM (titrated, usually from 114 µM), for the others: at the top dose activity change, negative = inhibition, hits mostly inhibitors; 390,000 tested, 1% active; recombinant rTrxR1, NADPH fluorescence consumption, selenite substrate; AID 588453; note: potency is the fitted concentration of half-maximal effect; % is set by controls: 0 for no effect and ±100 for the full control effect; nearly all actives have a fitted effect of over 65% in size
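Rat TrxR1 (90 nM in the dispensed reagent) was pre-reduced with 400 uM NADPH for 5 min at room temperature, then incubated with compound for 15 min. After 400 uM selenite was added, NADPH fluorescence (Ex 340/Em 450 nm) was followed for 8 min.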
IDH1 R132H inh = inhibitors of human mutant IDH1 R132H; AID 602179; O75874; Potency, µM (titrated, usually from 76.6 µM), for the others: at the highest dose activity change, negative = inhibition, usual class: inhibitors; 390,000 tested, 0.093% active; IDH1-R132H enzyme, NADPH consumption, diaphorase/resazurin fluorescence; note: potency is the fitted concentration of half-maximal effect; % is set by controls: 0 for no effect and ±100 for the full control effect; nearly all actives have a fitted effect of over 65% in size
Target sequence (O75874 whole entry R132H, stated change not applied): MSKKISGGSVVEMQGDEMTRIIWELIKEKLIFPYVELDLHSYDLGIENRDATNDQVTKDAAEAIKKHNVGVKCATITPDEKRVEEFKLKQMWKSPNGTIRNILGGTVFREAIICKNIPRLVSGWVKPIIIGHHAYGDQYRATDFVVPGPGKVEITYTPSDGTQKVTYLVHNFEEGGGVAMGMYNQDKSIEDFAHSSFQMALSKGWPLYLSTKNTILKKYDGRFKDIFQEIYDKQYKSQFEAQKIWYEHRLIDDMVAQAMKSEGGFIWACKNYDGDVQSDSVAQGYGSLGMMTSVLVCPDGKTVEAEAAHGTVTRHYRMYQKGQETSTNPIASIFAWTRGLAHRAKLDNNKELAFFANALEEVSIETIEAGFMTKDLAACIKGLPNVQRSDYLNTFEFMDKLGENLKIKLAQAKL
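IDH1-R132H (0.5 ug/mL dispensed) in pH 7.5 Tris buffer was preincubated 30 min with compound, then given a substrate mix of 0.016 mM NADPH and 2 mM alpha-KG for 80 min at room temperature; remaining NADPH was read by diaphorase/resazurin fluorescence.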
Pin1 inh = inhibitors of human Pin1. Q13526. Pin1 FP peptide displacement, HiFluor488, 10 min. Potency, µM (series often up to 115 µM), for inactives: at the top dose activity, negative = inhibition, usual class: inhibitors. 390,000 tested, 0.009% active; active = well fitted inhibition curve with a large enough effect in the polarisation, with a control signal flat, not every such curve was filed as active; inconclusive = small, poorly fitted or top-dose-only effect, or effect the other way, or a change in a side signal; inactive = no such curve, though single readings can be large or run the other way; the % refers to the polarisation; note: potency is the fitted concentration of half-maximal effect; % is set by controls: 0 for no effect and ±100 for the full control effect
PGK inhibitor = blocks T. brucei phosphoglycerate kinase. P07378. PGK/GAPDH coupled, Kinase-Glo luminescence, 60 min. Potency, µM (doses to about 57.5 µM), without a hit: top-dose activity change, negative = inhibition, actives largely listed as inhibitors. 380,000 tested, 0.043% active. AID 602233; note: potency is the fitted concentration of half-maximal effect; % is set by controls: 0 for no effect and ±100 for the full control effect; nearly all actives have a fitted effect of over 60% in size
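Recombinant glycosomal PGK reaction used 1,3-bisphosphoglycerate generated in-well by GAPDH (100nM final) in 100mM TEA pH 7.6, 5mM MgCl2, 0.01% Tween-20. After 60 minutes at room temperature, ATP was read by Kinase-Glo Plus luminescence end-point.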
PI4K2A inh = blocks human PI4K2A kinase activity | purified PI4K2A, ADP-Glo luminescence, 1 h; stronger effect = lower value | Q9BTU6 | 420,000 tested, 0.13% active | activity change, negative = inhibition, % at 76.9 µM; in the data active = activity change below about -50%; inconclusive = mostly about -30% to -49%;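 note: -100% = wells without enzyme as full effect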
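ADP-Glo luminescence measured ADP generated by PI4K2A enzyme (4 ug/mL before mixing) with 1.2 mM PI substrate (pre-mix) and 300 microM ATP (pre-mix). Tris pH7.5 buffer with MgCl2, Triton X-100; 1 h reaction at ambient temperature.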
* marks the source's active call; other numbers are inactive results; i = inactive; ? = inconclusive; nt = not tested or not shown; & = joins results of further samples; [ ] = remark or other dose. Unless noted, calls come from the whole dose curve; as a rule, active = well fitted curve in the direction sought with a large enough effect; inconclusive = small, poorly fitted or top-dose-only effect, or another doubt; inactive = no such curve, though single readings can be large; an effect the other way counts as inactive or inconclusive. The list is partial, so the mix of outcomes need not match the whole.

Fields: HP1b chromo inh, TrxR1 substrate, GLS inh, USP1-UAF1 inh, rTrxR1 inhibitor, IDH1 R132H inh, Pin1 inh, PGK inhibitor, PI4K2A inh
- Clc1ccc(N2CCN(c3ncnc4c3cnn4-c3ccccc3)CC2)cc1Cl
 : 28%, 3%[57.1 µM], -1%, -9%, 15%[57.1 µM], -8%, -1%, -10%, -1
- Cc1nn(Cc2ccccc2Cl)c2sc(C(=O)NC(C)(C)C)cc12
 : 27%, -4%, -9%, -24%, 14%, 3%, ?, 0%, 5
- Cn1nnnc1Sc1ncnc2scc(-c3ccc(F)cc3)c12
 : -2%&63%, -1%&3%, 8%, -20%, ?, -10%, -1%&39%&48%, -5%, 12
- Cc1ccc(NC(=O)c2ccc(OCc3c(C)noc3C)cc2)cc1C
 : 26%, 2%, -2%, -10%, 17%, 0%, 4%, 5%, 2
- O=C(CN(C(=O)c1ccco1)c1cccc(F)c1)NCc1ccc(F)cc1
 : 23%, 5%, 5%, -16%, 2%, 5%, -2%, -8%, 0
- O=C(CSc1nc2ccccc2[nH]1)c1ccco1
 : 14%, 15%[57.1 µM], 23%, -3%, 1%[57.1 µM], 14%, -9%, -7%, -2
- COCCNC(=O)C1CC(c2cccc([N+](=O)[O-])c2)=NO1 (configuration not stated)
 : 75%[activator], 12%, ?, -15%, -4%[57.1 µM], 17%, 0%, -4%, -3
- Cn1nccc1C(=O)Nc1ccn(C23CC4CC(CC(C4)C2)C3)n1
 : 45%[activator], 3%, -3%, -4%, 2%, 6%, -2%, -11%, 3
- N#Cc1ccccc1CN1C(=O)NC2(CCCCCC2)C1=O
 : 23%, 2%[57.1 µM], -13%, 2%, 5%[57.1 µM], 10%, 3%, -3%, 3
- COC(=O)CNc1ccc2c(c1)OCO2
 : -21%, -9%, 15%, -4%, -23%, 4%, ?, -2%, -1
- CCCOC(=O)NC(CC)COC(=O)Nc1cc(C)ccc1C (configuration not stated)
 : 29%, -9%, 0%, 0%, -11%, 11%, 3%, -2%, -4
- COc1ccc(CN2CCN(CCC(C)C)C(CCO)C2)cc1Cn1cccn1 (configuration not stated)
 : 17%, 5%, 4%, -15%, 26%, 0%, -8%, -3%, 7
- COc1ccc(NC(=O)C2CSC3c4ccccc4C(=O)N23)cc1 (configuration not stated)
 : 13%, 6%, 6%, -2%, 12%, 17%, 2%, 3%, -3
- O=C1C2CC=CCC2C(=O)N1CC1CCCO1 (configuration not stated)
 : 4%, 0%, 17%, -12%, 12%, -1%, -1%, -6%, -4
- O=C(c1ccc(NC2=NC3CS(=O)(=O)CC3S2)cc1)N1CCN(Cc2ccccc2)CC1 (configuration not stated)
 : 32%, 5%[57.1 µM], 1%, 5%, 11%[57.1 µM], -2%, -3%, 7%, 1
- CCOc1ccccc1Oc1cn[nH]c1-c1ccc(O)cc1O
 : -6%, 2%, 11%, -21%, 3%, 5%, -10%, -10%, 0
- OCc1c[nH]c2ccccc12
 : 43%, 5%, 4%, -29%, ?, -2%, 18%, -1%, -3
- Cc1ccccc1OCc1nnc(SCC(=O)O)n1-c1cccc(Cl)c1
 : 22%, -1%, 13%, -6%, 7%, -1%, -3%, 5%, -1
- CCn1c(=O)c([N+](=O)[O-])c(NCC(O)c2ccccc2)c2ccccc21 (configuration not stated)
 : 13%, -12%, 1%, -16%, 7%[57.1 µM], -1%, 1%, -3%, -3
- C=CC[n+]1cccc(-c2cc3ccc(C)cc3[nH]2)c1
 : 18%, -8%, 3%, -12%, 12%, 1%, -5%, -5%, -2

Record cards, from the list above. Order of values: HP1b chromo inh | TrxR1 substrate | GLS inh | USP1-UAF1 inh | rTrxR1 inhibitor | IDH1 R132H inh | Pin1 inh | PGK inhibitor | PI4K2A inh
Entry for Clc1ccc(N2CCN(c3ncnc4c3cnn4-c3ccccc3)CC2)cc1Cl = 28% | 3%[57.1 µM] | -1% | -9% | 15%[57.1 µM] | -8% | -1% | -10% | -1
Entry for COc1ccc(CN2CCN(CCC(C)C)C(CCO)C2)cc1Cn1cccn1 (configuration not stated) = 17% | 5% | 4% | -15% | 26% | 0% | -8% | -3% | 7
Entry for C=CC[n+]1cccc(-c2cc3ccc(C)cc3[nH]2)c1 = 18% | -8% | 3% | -12% | 12% | 1% | -5% | -5% | -2

Quoted from the listing:
Under PI4K2A inh, CCCOC(=O)NC(CC)COC(=O)Nc1cc(C)ccc1C (configuration not stated) is entered as -4
Under GLS inh, Cc1ccccc1OCc1nnc(SCC(=O)O)n1-c1cccc(Cl)c1 is entered as 13%

Next part.
Assay codes: A = HP1b chromo inh; B = TrxR1 substrate; C = GLS inh; D = USP1-UAF1 inh; E = rTrxR1 inhibitor; F = IDH1 R132H inh; G = Pin1 inh; H = PGK inhibitor; I = PI4K2A inh
Molecule: O=C(c1ccc(F)c(F)c1)N1CCC2(CC1)NCCc1[nH]cnc12
  A: 37%	B: 5%	C: -5%	D: -24%	E: 26%	F: 12%	G: -11%	H: i	I: 0

Molecule: COc1ccc(Cl)cc1NC(=O)Cn1c(=O)c2ccccc2n2nncc12
  A: 29%	B: -5%	C: -8%	D: -24%	E: -6%	F: -2%	G: -1%	H: -8%	I: 1

Molecule: COc1cc(-c2c(-c3ccsc3)sc3ccccc23)cc(OC)c1OC
  A: 52%[activator]	B: 2%[57.1 µM]	C: -1%	D: -17%	E: -6%[57.1 µM]	F: 4%	G: -4%	H: -6%	I: -3

Molecule: Cc1cccc(NC(=O)CNC(=O)c2sc3ccccc3c2Cl)n1
  A: 10%	B: 0%[57.1 µM]	C: 12%	D: -14%	E: 9%[57.1 µM]	F: -8%	G: 37%[activator]	H: 3%	I: 0

Molecule: CCOC(=O)C1CCN(C(c2ccc(F)cc2)c2sc3nc(-c4ccco4)nn3c2O)CC1 (configuration not stated)
  A: 19%	B: 0%[57.1 µM]	C: -1%	D: 9%	E: -1%[57.1 µM]	F: -1%	G: -7%	H: 5%	I: 36

Molecule: COc1ccc(/C=C/C(=O)N2CCC(C(N)=O)CC2)cc1S(=O)(=O)N1CCOCC1
  A: 25%	B: -11%	C: -3%	D: 1%	E: 17%[57.1 µM]	F: 0%	G: -8%	H: -5%	I: -1

Molecule: COc1ccc(NC(=O)c2cc3c(CO)cnc(C)c3oc2=Nc2cccc(C)c2)c(OC)c1
  A: 23%	B: 2%	C: ?	D: -11%	E: 7%	F: -4%	G: 1%	H: 9%	I: 6

Molecule: Cc1ccc(CNC(=O)CSc2nc(=O)[nH]c3c2CCCC3)cc1
  A: -3%	B: -2%[57.1 µM]	C: -9%	D: ?	E: 7%[57.1 µM]	F: -10%	G: -4%	H: -3%	I: -1

Molecule: O=C(C1CCN(Cc2cc(Cl)ccc2O)CC1)N1CCN(Cc2ccccc2)CC1
  A: ?	B: -8%	C: 23%	D: -4%	E: -11%	F: 4%	G: -8%	H: 9%	I: 4

Molecule: Cc1cc(C)c2cc(C(O)c3nnnn3Cc3ccccc3)c(=O)[nH]c2c1 (configuration not stated)
  A: 18%	B: 18%	C: 5%	D: -6%	E: 10%	F: 6%	G: 5%	H: nt	I: -1

Molecule: O=C(O)c1cccc2c1C(=O)N(c1ccccc1)C2
  A: 58%[activator]	B: 5%	C: -16%	D: -15%	E: 22%	F: 3%	G: -4%	H: i	I: 1

Molecule: CCOc1ccc(N(CC(=O)NC2CCCC2)C(=O)Cn2nnc(-c3ccc(C)o3)n2)cc1
  A: -19%	B: -3%	C: 6%	D: -6%	E: 5%	F: 9%	G: -7%	H: -4%	I: -5

Molecule: COc1ccc(-n2nc(C(=O)NCC(=O)Nc3ccc(F)cc3)c3ccccc3c2=O)cc1
  A: 8%	B: 14%[57.1 µM]	C: -17%	D: -15%	E: 57%	F: -3%	G: 6%	H: 2%	I: 5

Molecule: Cc1cc(NC(=O)c2ccc(NC(=O)CCS(=O)(=O)c3cccs3)cc2)ccc1Br
  A: 24%	B: 2%	C: 1%	D: 4%	E: 6%	F: -7%	G: 4%	H: 5%	I: 4

Molecule: CC1=CS/C(=C(/C#N)C(=O)N2CCCCC2)N1c1ccccc1
  A: 28%	B: -5%	C: 0%	D: -4%	E: 5%	F: 0%	G: -1%	H: -3%	I: -5

Molecule: CCOC(=O)C1=C(COC(=O)CSc2ccc(C)cc2C)NC(=O)NC1C (configuration not stated)
  A: 13%	B: -10%	C: 5%	D: -25%	E: -9%	F: 7%	G: 1%	H: i	I: -3

Molecule: Cc1ccc(Cn2ccc(=O)c(Cc3c(Cl)cccc3Cl)c2C)cc1
  A: 0%	B: -10%	C: 13%	D: -9%	E: -9%	F: 4%	G: 4%	H: 3%	I: -8

Molecule: CCC(C)C(NC(=O)c1ccccc1NC(=O)c1ccc(OC)cc1)C(=O)NCCCn1ccnc1 (configuration not stated)
  A: 10%	B: 9%[57.1 µM]	C: -3%	D: -11%	E: 12%[57.1 µM]	F: 1%	G: -8%	H: -8%	I: -2
